RGS4 act: potentiators or activators of RGS4; 310,000 tested, 0.92% active; B-score at 10 µM; AID 463111; HEK293 M3R/inducible RGS4, carbachol calcium flux Fluo4; stronger effect = lower value;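 active = B-score of the integrated calcium signal more than 4 SD below the library mean, with starting fluorescence not abnormally high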;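 note: negative B-score means reduced calcium response which marks RGS4 activation or potentiation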
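Detection: kinetic calcium fluorescence imaging with Fluo4-AM dye, 2 µM / Material: HEK293 cells with stable M3R and inducible RGS4 / Schedule: recording 10 s baseline at 1 Hz, 100 s post-agonist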
KCNQ1 act: human KCNQ1 channel potentiation or activation; P51787; CHO-K1 KCNQ1, thallium flux FluxOR fluorescence; stronger effect = higher value; B-score at 10 µM; 310,000 tested, 0.35% active;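 active = fluorescence ratio B-score, a plate-corrected score, at least three library SD, with initial intensity B-score within 5 SD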
Target sequence (P51787 whole entry, looked up): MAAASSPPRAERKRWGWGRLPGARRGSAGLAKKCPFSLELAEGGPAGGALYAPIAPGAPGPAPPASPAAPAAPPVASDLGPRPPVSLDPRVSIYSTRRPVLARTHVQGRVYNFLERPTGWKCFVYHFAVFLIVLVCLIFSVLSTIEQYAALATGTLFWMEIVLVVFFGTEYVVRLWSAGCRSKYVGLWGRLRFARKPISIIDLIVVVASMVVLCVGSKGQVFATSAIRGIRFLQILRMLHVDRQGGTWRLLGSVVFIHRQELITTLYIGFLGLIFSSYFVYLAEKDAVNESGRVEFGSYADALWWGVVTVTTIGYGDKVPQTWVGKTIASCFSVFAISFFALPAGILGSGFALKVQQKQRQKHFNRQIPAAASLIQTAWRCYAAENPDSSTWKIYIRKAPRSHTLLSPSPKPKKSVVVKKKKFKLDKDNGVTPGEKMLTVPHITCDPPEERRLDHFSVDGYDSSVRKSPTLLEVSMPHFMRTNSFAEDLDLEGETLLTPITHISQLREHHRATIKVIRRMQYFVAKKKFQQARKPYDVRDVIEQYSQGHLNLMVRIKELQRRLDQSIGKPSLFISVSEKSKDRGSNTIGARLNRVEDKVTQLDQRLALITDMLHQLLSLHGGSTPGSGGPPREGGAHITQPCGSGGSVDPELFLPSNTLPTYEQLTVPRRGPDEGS
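Assay system: CHO-K1 cells stably expressing KCNQ1; Medium: assay buffer with matched DMSO; Also added: K+/Tl+ depolarizing stimulus; Dosing: single dose; Timing: dye 90 min, compound 20 min, room temperature; Measured by: kinetic FluxOR thallium fluorescence, 10-s 1-Hz baseline, 110-s post-stimulus read; Read-out: peak-minus-minimum fluorescence over initial fluorescence, negative-control normalized, B-scored.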
PolyA inhibitor: yeast polyadenylation inhibition | 300,000 tested, 0.02% active | calls only at 12 µM | S. cerevisiae SKY197-pL101 polyadenylation reporter, beta-gal luminescence; efflux-impaired pdr1/pdr3 knockout yeast; score 100 = 6 SD above DMSO;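 active = lowest replicate activity score at least 50, where 100 means six control SD above control mean; inconclusive = lowest score under 50 but half or more replicates reach 50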;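 note: yeast exposed to compound for 9 h at 30 °C; higher score means more reporter readthrough which indicates perturbed polyadenylation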
KCNQ1 block: inhibitors of human KCNQ1 potassium channel. B-score at 10 µM. CHO-K1 KCNQ1, FluxOR thallium flux fluorescence; stronger effect = higher value. P51787. 310,000 tested, 1.3% active;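 active = compounds whose thallium flux B-score, printed positive for inhibition, exceeds three library SD while starting fluorescence stays within three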;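 note: channel opened by potassium depolarization with thallium stimulus after 20 min compound exposure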
GSK3 alpha inh: inhibitors of human GSK-3 alpha kinase; 320,000 tested, 0.1% active; AID 2650; ADP-Glo luminescence, 60 min; inhibition, % at 10 µM;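 in the data active = inhibition above about 50%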;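 note: GST-tagged GSK-3 alpha with peptide substrate and 25 µM ATP; 0% = DMSO neutral wells and 100% = GW8510 positive control wells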
hERG protect: compounds protecting human hERG from proarrhythmic drug block; activation (rescue from dofetilide block), less the hit threshold, % at 10 µM; CHO-hERG, FluxOR thallium flux, dofetilide IC70 present; 310,000 tested, 0.51% active; AID 1511; Q12809;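 active = activation above the mean of controls blocked by dofetilide plus 5 SD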;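 note: thallium influx through hERG after potassium depolarization seen as dye fluorescence rise; in these data hits start at about 4.7%; inactives centre near -7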
HDAC3 inh: blocks human histone deacetylase 3; O15379; recombinant HDAC3, fluorogenic peptide/trypsin coupled, fluorescence; inhibition, % at 8.3 µM; 320,000 tested, 0.15% active; AID 2718; in the data active = inhibition above about 26%, passing the limit was not always enough; inconclusive = no clear call, values can overlap the other calls
Target sequence (O15379 whole entry, looked up): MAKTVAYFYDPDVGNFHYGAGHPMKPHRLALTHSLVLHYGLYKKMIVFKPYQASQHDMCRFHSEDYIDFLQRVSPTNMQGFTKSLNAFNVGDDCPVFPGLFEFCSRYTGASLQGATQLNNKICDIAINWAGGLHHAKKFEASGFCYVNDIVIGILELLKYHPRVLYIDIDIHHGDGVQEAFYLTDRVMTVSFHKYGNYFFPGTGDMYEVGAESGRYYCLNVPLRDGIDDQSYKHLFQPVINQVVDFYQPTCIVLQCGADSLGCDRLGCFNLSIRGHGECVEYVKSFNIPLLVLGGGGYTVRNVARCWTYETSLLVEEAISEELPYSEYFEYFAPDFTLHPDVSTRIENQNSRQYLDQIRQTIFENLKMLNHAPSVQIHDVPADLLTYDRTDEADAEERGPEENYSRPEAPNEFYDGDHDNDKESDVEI
Dyrk1A ADPGlo: inhibitors of rat Dyrk1A kinase | ADP-Glo luminescence, NFATc1 peptide | inhibition, % at 12.5 µM | 310,000 tested, 0.43% active; in the data active = inhibition above about 50%;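 note: plate controls were vehicle with enzyme for no effect and no enzyme for full effect; many of its hits are not listed in these tables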
GSK3beta inhib: inhibitors of human GSK3beta kinase | P49841 | GST-GSK3beta kinase, ADP-Glo luminescence, 60 min; stronger effect = lower value | activity score (negative = inhibition), % at 10 µM | 300,000 tested, 0.038% active;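 active = more than half of replicate wells score below -50%, meaning over 50% inhibition versus plate controls; inconclusive = some replicates but at most half score below -50%; inactive = no replicate scores below -50%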;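 note: 0% = median DMSO wells and -100% = median GW8510 positive control wells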
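Test system: GST-tagged human GSK3beta kinase, cell-free; evaluation: activity score scaled between in-plate DMSO and GW8510 controls; measured by: ADP-Glo luminescence; incubation: 60 min reaction, RT; benchmarks: DMSO and 20 µM GW8510; reagent: peptide substrate plus 25 µM ATP (final); medium: Tris/MgCl2 kinase buffer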
KCNK9 block: human KCNK9 channel inhibition | AID 488922 | 310,000 tested, 1.2% active | B-score at 10 µM | HEK293 KCNK9, FluxOR thallium flux fluorescence; stronger effect = lower value;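 active = ratio B-score over 3 SD below the library mean, with starting fluorescence within 5 SD of its mean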;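 note: negative B-score means less thallium flux so channel inhibition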
KCNK3 inh: human KCNK3 channel inhibition, primary screen; O14649; CHO-KCNK3 thallium flux, FluxOR fluorescence; stronger effect = lower value; B-score at 10 µM; 340,000 tested, 0.84% active; AID 602410;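 active = B-score under library mean minus 4 SD, starting fluorescence ratio at most library mean plus 5 SD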;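 note: more negative B-score means stronger inhibition of thallium flux through KCNK3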
* marks the source's active call; other numbers are inactive results; i = inactive; ? = inconclusive; . = not tested or not shown.

SMILES	RGS4 act	KCNQ1 act	PolyA inhibitor	KCNQ1 block	GSK3 alpha inh	hERG protect	HDAC3 inh	Dyrk1A ADPGlo	GSK3beta inhib	KCNK9 block	KCNK3 inh
CCNC(=S)N1CCn2cccc2C1c1ccc(F)cc1 (centres undefined)	i	i	i	i	-1	-8	3	.	2	-8*	i
Cc1nn(C)cc1CN1CCC(n2nccc2NC(=O)CCCc2ccccc2)CC1	i	i	i	i	-2	-6	1	3	-1	i	i
CC1=[N+](C)N(c2ccccc2)C(=O)C1N=Cc1ccccc1Cl (centres undefined)	i	i	i	i	.	-12	6	8	0	i	i
FC(F)C(F)(F)c1cc(-c2ccc(Cl)cc2)n[nH]1	i	i	i	i	-2	-10	7	.	-3	i	i
CN1CCN(NC(=O)c2cccc(Br)c2)CC1	i	i	i	i	1	-8	0	-2	5	i	i
CC1CN(Cc2cc(=O)[nH]c(C3CC3)n2)CC(C)O1 (centres undefined)	i	i	i	i	1	-12	-5	-3	-3	i	i
CSCCC(=O)N1CCCC(N(C)CCc2ccccc2)C1 (centres undefined)	i	i	i	i	0	2	-5	.	1	i	i
Nc1nonc1-n1nnc(C(=O)N/N=C/c2ccc(Cl)cc2Cl)c1CN1CCCC1	i	i	i	i	4	-3	3	-7	-1	i	i
COc1ccc(NC(=O)CCS(=O)(=O)c2ccc(OC)cc2)cc1	i	i	i	i	3	-14	-2	-2	1	i	i
C/C(=N/OC(=O)C1CC1c1ccccc1)c1ccccc1 (centres undefined)	i	i	i	i	-2	-3	?	3	-1	i	i
Cc1ccc(-c2nc(CSc3nc4ccccc4c(=O)n3C)cs2)cc1	-7*	i	i	i	-3	-7	-5	2	2	i	i
Cc1ccc(C(=O)N2CCN(c3ccccc3F)CC2)cc1NC1=NC2CS(=O)(=O)CC2S1 (centres undefined)	i	i	i	i	1	-11	-4	-5	-6	i	i
CCCNS(=O)(=O)c1ccc(OC)c(Cl)c1Cl	i	i	i	i	-1	-12	5	1	2	i	i
CCOc1ccc(N2C(=O)C3C4C=CC([C@H]5CC45)[C@@H]3C2=O)cc1 (some centres undefined)	i	i	.	i	0	-10	-5	-5	3	i	i
CC(=O)Nc1ccc(NC(=O)Cn2c(-c3ccc(F)cc3)cnc2SCC(=O)Nc2c(C)cccc2C)cc1	i	i	.	i	2	-10	11	0	-2	i	i
COC(=O)c1ccccc1NC(=O)N1CCN(Cc2ccco2)CC1	i	i	i	i	.	-13	-5	-3	-1	i	i
COCC(=O)N1CCC(Oc2ccc(C(=O)N3CCCCCCC3)cc2)CC1	i	i	i	i	2	-15	-5	-2	-2	i	i
CCC1=C(OC(=O)N(CC)CC)N2C(=O)OC(=NCC(=O)OC)[C@]2(Cc2ccccc2)[C@H]2C1=CC[C@H]1C(=O)N(CC(=O)OC)C(=O)[C@H]12	i	i	i	i	0	-8	-5	.	0	i	i
CCOC(=O)c1ccc(Nc2cc(C)nc(-c3ccccc3O)n2)cc1	-8.3*	i	i	i	1	2	.	.	1	i	i
Cc1ccccc1NC(=O)/C(C#N)=C\c1cccnc1	i	i	i	i	0	-11	-2	6	-2	i	i
COC(=O)C(O)(CC(=O)Nc1cc(Cl)ccc1Cl)C(F)(F)F (centres undefined)	i	i	i	i	-2	2	10	-3	-2	i	i
N#C/C(=C\c1c[nH]c2ccccc12)C(=O)NC1CCCC1	i	i	i	i	1	-19	8	4	-1	i	i
COc1ccc(NC(=O)C(=O)NCCC2CCCCN2S(=O)(=O)c2cccs2)cc1 (centres undefined)	i	i	i	i	-2	-16	.	2	-3	i	i
COc1ccc(-n2c(SCC(=O)NC3CCCCC3)nc3ccsc3c2=O)cc1	i	i	i	i	-2	-8	-1	-9	0	i	i
CCOc1ccc(NC(=O)/C(C=Nc2ccccc2)=C(\C)O)cc1	i	i	i	i	0	-6	2	6	3	i	i
SMILES	RGS4 act	KCNQ1 act	PolyA inhibitor	KCNQ1 block	GSK3 alpha inh	hERG protect	HDAC3 inh	Dyrk1A ADPGlo	GSK3beta inhib	KCNK9 block	KCNK3 inh
Cc1ccc(S(=O)(=O)N(CCCN2CCCC2=O)Cc2cc3c(C)ccc(C)c3[nH]c2=O)cc1	i	i	i	i	0	-30	-7	-6	2	i	i
Cn1c2ccccc2c(=O)c2ccc(F)cc21	i	i	.	i	7	-8	-27	36	-9	i	i
CCOc1ccc(C2Nc3cccc4cccc(c34)N2)cc1OC	i	i	i	i	1	-7	3	12	-2	i	i
CCCC(=O)Nc1nnc(CCc2ccccc2)s1	i	i	i	i	1	-4	-3	4	6	i	i
CCC1Oc2ccc(C)cc2N(CC(=O)NCc2cccs2)C1=O (centres undefined)	i	i	i	i	0	-1	-5	-2	-2	i	i
CCOC(=O)c1sc(N)c(C(N)=O)c1C	i	i	i	i	40	-1	-1	13	0	i	i
Cc1nn(Cc2ccccc2)c(C)c1NC(=O)c1noc2c1CCc1ccccc1-2	i	i	i	i	1	-17	5	8	0	i	i
CC(C)c1cc(CN2CCN(Cc3ccc(F)c(F)c3)C(CCO)C2)[nH]n1 (centres undefined)	i	i	i	i	-2	-6	0	-5	3	i	i
COc1ccc(NC(=O)C2(c3ccc(NC(=O)c4ccc(C)cc4)cc3)CCCC2)cc1	i	i	i	i	-2	-5	7	-6	-3	i	i
O=C(Oc1ccc(Cl)cc1N1C(=O)CCC1=O)c1ccco1	i	i	i	i	7	-2	34*	-3	0	i	i
CCCCSc1nnc(C)c(=O)[nH]1	i	i	i	i	-4	-4	0	-5	2	i	i
COc1ccccc1C(NC(=O)C1CCCCC1)c1c(O)ccc2ccccc12 (centres undefined)	i	i	i	i	-2	-5	4	0	3	i	i
COc1ccc(C(=O)Cn2c3ccccc3n3nc(CCC(=O)O)c(=O)nc23)cc1OC	i	i	i	i	0	-8	1	-5	-3	i	i
COc1ccc(S(=O)(=O)N2CCN(C(=O)c3cccc(Cl)c3)CC2)cc1	i	i	i	i	-1	-4	7	-1	3	i	i
O=C(CSc1nc2ccccc2c(=O)n1NC(=O)Cc1ccccc1)NCc1ccccc1Cl	i	i	i	i	-1	-9	-7	-5	-1	i	i
CN(Cc1ccccc1)C1CCNCC1	i	i	i	i	1	-2	-4	8	2	i	i
Nc1cc(=O)[nH]c(SCCSc2cc(Cl)ccc2Cl)n1	i	i	i	i	0	-8	-1	-5	-3	i	i
Cc1cc(C)cc(C(=O)NCC(=O)NCCc2c[nH]c3ccccc23)c1	i	i	i	i	0	-6	2	0	1	i	i
Nc1nonc1-n1nnc(C(=O)N/N=C/c2cccc(F)c2)c1CN1CCCCCC1	i	i	i	i	11	-5	0	-6	0	i	i
CCOc1c(OC)cccc1C1CC(=O)Nc2cc(OC)c(OC)cc21 (centres undefined)	i	i	i	i	-1	-6	-1	0	0	i	i
CCc1ccc2c(c1)cc(CN(C(=S)Nc1ccccc1Cl)C1CC1)c1nnnn12	i	i	i	i	-1	-9	-3	0	4	i	i
CN(C)c1ccc(P(=O)(OCc2ccccc2)C(O)c2ccc(Br)cc2)cc1 (centres undefined)	i	i	i	i	-3	-7	1	-6	2	i	i
CCOC(=O)C[C@H]1c2ccc(C(F)(F)F)cc2S(=O)(=O)N1C1CCCC1	i	i	i	i	-2	0	0	10	-4	i	i
Cc1ccnc(SCC(=O)N2CCN(C(c3ccccc3)c3ccccc3)CC2)n1	i	i	i	i	4	-16	5	-3	1	i	i
O=C(NCCc1ccccc1)C1CCCN1S(=O)(=O)c1cccc2nsnc12 (centres undefined)	i	i	i	i	1	-11	-1	.	-4	i	i
SMILES	RGS4 act	KCNQ1 act	PolyA inhibitor	KCNQ1 block	GSK3 alpha inh	hERG protect	HDAC3 inh	Dyrk1A ADPGlo	GSK3beta inhib	KCNK9 block	KCNK3 inh
COc1cc(C(=O)O)cc(NC(=O)c2ccco2)c1OC	i	i	i	i	-4	-14	10	2	2	i	i
O=C1N=C(N2CCN(c3ccccc3)CC2)S/C1=C\c1ccco1	i	i	i	i	.	-8	5	-40	3	i	i
Cc1nnc(NC(=O)CSc2nnc(-c3ccoc3C)n2CC(C)C)s1	i	i	i	i	0	-6	11	-5	2	i	i
Cc1cc(C)n(-c2ccc(N3CCOCC3)nn2)n1	i	i	i	i	-14	2	-5	1	2	i	i
CCn1c(=O)cc(OCC(=O)NC2CCCCC2)c2ccccc21	i	i	i	i	-3	-12	2	5	3	i	i
COc1ccc(N=Cc2ccc[nH]2)cc1	i	i	i	i	-4	-9	-4	-6	1	i	i
Cc1cc(C)nc(SCC(=O)NCc2ccco2)n1	i	i	.	i	-1	-4	-6	.	-1	i	i
CCOC(=O)N/N=C/C=C/c1ccccc1[N+](=O)[O-]	i	i	i	i	-1	0	0	10	-2	i	i
CCN(CC)c1ccc(C(=O)OCC(=O)Nc2ccccc2-c2ccccc2)cc1	i	i	i	12*	3	-12	-5	-59	-1	i	i
CC(C)(C)CC(=O)NCc1cccs1	i	i	i	i	-3	-10	-6	.	-1	i	i
Cc1ccc(N(CC(=O)Nc2ccccc2-c2ccccc2)S(=O)(=O)c2ccccc2)c(C)c1	i	i	i	i	2	-3	11	0	0	i	i
Cc1ccc2c(c1)NC(c1cccs1)C1=C(CC(C)(C)CC1=O)N2 (centres undefined)	i	i	i	i	2	-2	3	3	1	i	i
CCS(=O)(=O)N1CCN(c2ccc(C(=O)NC34CC5CC(CC(C5)C3)C4)cc2[N+](=O)[O-])CC1	i	i	i	i	.	-3	.	7	3	i	i
COc1cccc2c1CCc1c-2nc2ccccc2c1C(=O)O	i	i	i	i	-3	0	6	11	3	i	i
CS(=O)(=O)Nc1ccccc1C(=O)N1CCN(c2ccccc2)CC1	i	i	i	i	.	-4	0	.	2	i	.
O=C(CSc1nnc(Nc2ccccc2)s1)NCCN1C(=O)CSC1=O	i	i	i	i	1	-10	2	4	1	i	i
Cn1cccc1CC(=O)N/N=C/c1ccc(Cl)cc1	i	i	i	i	0	-6	10	-9	0	i	i

Assay outcomes: PubChem BioAssay, several laboratories

A portion of the library; count on the stated rates, not on these rows.
